# PKA-R1A act – activates the PKA-R1A holoenzyme complex. P00514+P68181. PKA-R1A dissociation, Cy5-IP20 fluorescence polarization; scaled: DMSO 0%, 113 µM cGMP 100%. activation, % at 11.4 µM. 0.083% of 340,000 active;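 active = percent activation above the mean of all tested compounds plus 3 SD, cut at about 19% in these data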;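 also: higher means more PKAc released from R1A so a rise in polarization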
# Pemphigus Ab inh – blocks pemphigus antibody binding to human desmoglein-3 | DSG3-coupled beads, scFv-anti-DSG3-GFP binding, flow cytometry; stronger effect = lower value | binding (percent of control), % at 10 µM | 0.48% of 310,000 active | AID 588358;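 active = binding more than 3 SD below its plate's average and above zero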;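 also: hits lower antibody fragment binding to DSG3; some compounds called inactive have numbers as strong as hits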
# OPRM1-OPRD1 inv – inverse agonists of human mu-delta opioid receptor heterodimerization; P35372+P41143; cell-based MOR-DOR heterodimer luminescence, inverse agonism; inhibition, % at 9.3 µM; 0.21% of 340,000 active; AID 504357; in the data active = inhibition above about 22%, passing the limit was not always enough;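 also: 0% = cells with DMSO and 100% = wells without cells with DMSO; values of inactives mirror those of a sister screen read the other way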
# Target sequence (P35372 whole entry, looked up): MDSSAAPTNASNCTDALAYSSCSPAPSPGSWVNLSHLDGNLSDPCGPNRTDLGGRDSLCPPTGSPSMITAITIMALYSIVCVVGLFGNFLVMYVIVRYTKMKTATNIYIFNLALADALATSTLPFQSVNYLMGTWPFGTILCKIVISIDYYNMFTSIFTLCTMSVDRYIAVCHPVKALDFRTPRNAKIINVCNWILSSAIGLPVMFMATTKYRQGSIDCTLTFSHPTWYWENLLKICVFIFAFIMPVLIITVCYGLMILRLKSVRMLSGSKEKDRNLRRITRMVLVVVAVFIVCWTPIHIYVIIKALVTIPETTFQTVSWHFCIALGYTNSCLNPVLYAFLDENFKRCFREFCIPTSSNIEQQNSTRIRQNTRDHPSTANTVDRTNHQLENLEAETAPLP
# Target sequence (P41143 whole entry, looked up): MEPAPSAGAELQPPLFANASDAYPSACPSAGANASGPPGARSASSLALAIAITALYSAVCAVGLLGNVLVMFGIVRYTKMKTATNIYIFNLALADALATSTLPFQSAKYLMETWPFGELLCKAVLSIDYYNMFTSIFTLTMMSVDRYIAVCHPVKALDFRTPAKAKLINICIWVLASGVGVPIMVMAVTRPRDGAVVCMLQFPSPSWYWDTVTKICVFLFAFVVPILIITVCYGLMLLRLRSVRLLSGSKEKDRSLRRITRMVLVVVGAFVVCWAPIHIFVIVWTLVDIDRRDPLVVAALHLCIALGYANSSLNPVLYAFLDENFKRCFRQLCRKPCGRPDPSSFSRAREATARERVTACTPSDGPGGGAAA
# SUMO Mot1 rescue – SUMOylation pathway inhibition by Mot1-301 growth rescue | S. cerevisiae Mot1-301 growth rescue, ATP luminescence, 38.5C; percent above DMSO median, 100 means doubled | growth rescue, % at 18.8 µM | 1% of 320,000 active | AID 2716;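 active = every valid replicate shows activation above 250% relative to neutral control wells; inactive = the rest, any valid replicate at or below 250%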;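 also: OY570 slx delta 5 strain wells were the positive control but not used for scaling; some compounds called inactive have numbers as strong as hits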
# MOR-DOR ag – agonists of human mu-delta opioid receptor heterodimerization | P35372+P41143 | cells, OPRM1-OPRD1 heterodimerization, luminescence | activation, % at 9.3 µM | 0.3% of 340,000 active | AID 504326; in the data active = activation above about 18%;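 also: 0% = vehicle-treated cells and 100% = reference agonist; values of inactives mirror those of a sister screen read the other way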
# E coli growth – reduces bacterial viability in AddAB counter-screen; E. coli V3065 growth, OD600 absorbance, 18 h; inhibition, % at 11.9 µM; 0.27% of 330,000 active;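 active = inhibition above the campaign's mean inhibition across all tested compounds plus 3 SD, cut at about 9.9% in these data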;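 also: uninfected addAB+ strain grown without phage in ampicillin broth; 0% = DMSO wells and 100% = ciprofloxacin 0.95 µg/ml wells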
# phage Ecoli inh – E. coli growth loss with phage present | AID 651602 | growth absorbance | 0.26% of 360,000 active | inhibition, % at 11.9 µM; in the data active = inhibition above about 11%
# Tat transport – blocks Tat-dependent protein export in E. coli; inhibition, % at 10 µM; 0.036% of 340,000 active; E. coli MC4100 TorA-mCherry Tat export, fluorescence;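 active = mean replicate inhibition at least 50% and at least half of replicates individually reaching 50%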;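 also: exported cargo escapes ClpAP degradation while cytoplasmic cargo is degraded and loses fluorescence; 0% = median of neutral control wells and 100% = median of NaSCN control wells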
# PfHsp90 yeast 2 – growth inhibition of yeast expressing Plasmodium Hsp90; inhibition, % at 9.4 µM; 0.32% of 310,000 active; AID 504621; S. cerevisiae expressing PfHsp90, BacTiter-Glo ATP, 48 h; yeast lacking PDR1 and PDR3 efflux regulators;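 active = every replicate shows inhibition above about 80%, whatever the replicate mean, limit read from the data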;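 also: 0% = DMSO neutral controls and 100% = 20 µM radicicol positive controls; yeast relying on Plasmodium falciparum Hsp90 in place of its own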
# AddAB inh – less growth of phage-infected E. coli with AddAB; 0.29% of 330,000 active; E. coli expressing H. pylori AddAB, absorbance growth; AID 435030; inhibition, % at 11.9 µM; in the data active = inhibition above about 12%;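 also: 0% = vehicle wells of infected cells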
# Arr AP2 block – human beta-arrestin and AP2 interaction inhibition | inhibition, % at 10 µM | 0.31% of 340,000 active | FITC-arrestin peptide / GST-AP2 beads, flow cytometry; AP2 beta2 appendage carries R879A mutation;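 active = inhibition above a set limit, near 3 SD of compounds lacking own fluorescence, cut at about 54% in these data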;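 also: plate controls were DMSO wells for no effect and 5 µM unlabelled arrestin peptide for full effect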
#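 Assay system: GST-AP2 R879A bound to glutathione beads, E. coli-expressed; Medium: PBS with 0.05% Tween 20 and 0.1% BSA; Also added: fluorescein-tagged arrestin peptide at 50 nM final; Timing: 12 min plus 1 h, RT; Measured by: flow cytometry, FL1 (488/535 nm); Evaluation: percent drop in bead-associated FITC signal.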
# The depositor's hits bear a star; i = inactive; . = no result given; & = joins results of further samples.
No.	Structure	PKA-R1A act	Pemphigus Ab inh	OPRM1-OPRD1 inv	SUMO Mot1 rescue	MOR-DOR ag	E coli growth	phage Ecoli inh	Tat transport	PfHsp90 yeast 2	AddAB inh	Arr AP2 block
1	Cc1ccc(NC(=O)c2ncn(CC(=O)N[C@H](C)c3cccc4ccccc34)n2)cc1C	-3	98	12	.	-2.4	-3.2	1.8	-2	2	-1.4	-20
2	CCc1ccccc1NC(=O)Nc1cccn(Cc2ccccc2F)c1=O	6	99	4	.	-0.9	1.1	4.1	2	2	2.9	-1
3	CCCCC(=O)NC(=S)NNC(=O)CC#N	-4	90	2	-3	-0.4	-2.3	0.2	-4	32	1.5	13
4	c1ccc(COc2cccc(CNn3cnnc3)c2)cc1	-6	102	-2	-1	0.3	0.4	0.5	12	-19	1.8	-1
5	CC1CCCN(C(=O)c2ccc(-c3ccccc3Cl)o2)C1 (centres undefined)	6	101	-36	-32	5.4	2.5	3.4	7	0	5.7	15
6	COc1cc2cnc(-c3ccsc3)c(-c3ccc(F)cc3)c2cc1OC	-10	106	-9	16	2.0	-1.4	0.2	5	-11	0.4	-6
7	COc1ccc(-c2cccc(NC(=O)COc3ccc(Cl)cc3)c2)nn1	-7	102	9	64	-1.8	1.0	.	4	-65	4.4	-3
8	COc1ccc(C(=O)N/C(=C\c2cn(S(=O)(=O)N(C)C)c3ccccc23)C(=O)N2CCOCC2)cc1	-9	106	12	-4	-2.4	0.7	2.1	-2	-11	0.8	17
9	C=CCN(CC=C)C(=S)Nc1cc(Cl)ccc1OC	-4	103	-2	.	0.4	1.3	3.6	2	-17	0.8	9
10	Nc1ccc2ccc(O)cc2c1	-8	93	-9	.	1.7	.	0.6	-7	.	.	42
11	CCOC(=O)c1cc2oc(C(c3nnnn3C3CCCCC3)N3CCOCC3)cc2[nH]1 (centres undefined)	2	101	-10	39	1.8	0.2	0.0	11	-7	3.2	11
12	CCn1c(=O)c2cc(S(=O)(=O)NC3CCCCC3)ccc2n(CC)c1=O	-11	109	-25	-13	4.0	-0.2	2.5	-20	8	4.5	0
13	COc1cc(C(=O)N/C(=C\c2cn(S(=O)(=O)N(C)C)c3ccccc23)C(=O)NCCCO)cc(OC)c1OC	-8	99	7	-1	-1.4	1.9	1.9	6	-19	0.5	-13
14	Cc1cc(-c2nnc(CCC(=O)N(CC3CCC3)CC3CCCO3)o2)no1 (centres undefined)	-4	101	-1	-2	0.2	-0.2	3.0	-7	-5	4.7	3
15	Cn1c(CC(=O)Nc2ccccc2C(F)(F)F)c(Sc2ccccc2)c2ccccc21	-4	128	-12	1	2.2	-3.1	1.6	0	-7	2.6	25
16	O=C(CSc1nnnn1-c1ccc(Cl)cc1)N1CCNC1=O	6	116	1	8	-0.1	0.1	3.2	-1	10	0.1	49
17	N#Cc1ccccc1OCC(=O)N1N=C(c2cccs2)CC1c1ccco1 (centres undefined)	-7	96	3	22	-0.6	1.4	1.6	1	-24	1.7	0
18	c1ccc(CNc2nc(NCc3ccccc3)c3ccccc3n2)cc1	-5	120	-205	-28	40*	1.0	.	-3	9	6.3	6
19	Cc1ccc(S(=O)(=O)n2nc(OC(=O)C(C)(C)C)cc2N)cc1	4	.	8	5	-1.5	-6.6	1.3	6	16	-1.6	3
20	COc1ccccc1N1CN(CCc2ccccc2)CNC1=S	9	.	21	-20	-4.3	0.2	5.2	-3	-6	0.2	-3
21	COc1cc(C(=O)Nc2oc(-c3ccccc3)c(-c3ccccc3)c2C#N)cc(OC)c1OC	9	104	12	-3	-2.3	2.4	3.0	-6	3	1.3	4
22	CCOCCCNC(=O)C(NC(=O)c1ccc(NC(C)=O)cc1)c1ccc(OC)cc1 (centres undefined)	5	99	9	-1	-1.4	-1.3	2.0	0	-17	1.3	4
23	NS(=O)(=O)c1ccc(NC(=O)COC(=O)CCc2ccccc2)cc1	-1	96	12	-14	-2.2	-2.2	1.5	-6	4	3.9	-5
24	COc1cc(OC)cc(C(=O)NCC2CCCN(Cc3ccc(SC)cc3)C2)c1 (centres undefined)	-6	103	-7	14	1.6	0.0	-1.1	-5	-22	1.8	-2
25	CCOC(=O)CCSc1nc(C)c2ccccc2n1	1	112	16	276	-2.8	-0.4	-0.5	3	-7	1.1	25

# (more compounds)
No.	Structure	PKA-R1A act	Pemphigus Ab inh	OPRM1-OPRD1 inv	SUMO Mot1 rescue	MOR-DOR ag	E coli growth	phage Ecoli inh	Tat transport	PfHsp90 yeast 2	AddAB inh	Arr AP2 block
26	Cc1c[nH]c2cccc(OCC(O)CNC(C)(C)C)c12 (centres undefined)	12	98	3	8	-0.5	1.8	0.5	-2	-18	-0.1	10
27	CCC(C)(C)n1nnnc1C(c1cc2ccc(OC)cc2[nH]c1=O)N1CCc2ccccc2C1 (centres undefined)	1	106	-26	-5	4.7	-3.5	2.3	5	8	0.9	2
28	Cc1cccc(CSc2nnnn2-c2ccccc2)c1	-13	97	-4	-2	0.6	1.4	5.0	2	-8	-2.2	8
29	COc1ccccc1-n1cnnc1SCC(=O)c1c[nH]c2ccccc12	-3	101	-5	-5	0.7	-2.4	1.8	1	-16	1.8	11
30	N#C/C(=C\c1ccc(N2CCOCC2)o1)C(=O)NCCc1ccccc1	-8	120	-3	76	0.6	-1.6	3.7	4	-21	0.3	14
31	C#CCOc1ccc2c(C)cc(=O)oc2c1	-15	106	6	-15	-1.1	-1.5	2.4	2&-11	25	-3.5	4
32	O=C(NCc1ccco1)C1(S(=O)(=O)c2ccc(Cl)cc2)CC1	-6	93	3	14	-0.6	0.7	-0.6	0	.	0.9	13
33	COc1cc(NS(=O)(=O)c2ccc(NC(=S)NC(=O)c3sc4ccccc4c3Cl)cc2)ncn1	-1	122	15	7	-2.8	4.8	7.8	6	-44	13*	25
34	CSCCC(NC(=O)c1ccco1)C(=O)NNC(=O)c1n[nH]c(=O)c2ccccc12 (centres undefined)	-4	105	7	23	-1.7	0.6	0.5	-14	-1	1.5	5
35	COc1ccc(-c2c(C)c3cc(O)ccc3oc2=O)cc1	3	.	22	17	-4.3	1.0	0.1	-9	17	2.6	-17
36	Nc1nc(-c2cccnc2)nc(N2CCCCC2)n1	8	93	8	4	-1.7	-2.5	-0.4	7	-6	-3.3	6
37	O=C(CNc1cccc(Cl)c1)c1ccc(Cl)cc1	-2	101	26	18	-5.0	1.2	3.0	11	-1	2.6	-3
38	COc1cc2c(cc1OC)CN(C(=O)CCCOc1ccc(Cl)cc1Cl)CC2	-5	101	3	8	-0.6	-1.0	0.9	14	-7	1.1	22
39	Cc1cc(C(=O)N/N=C/c2ccc(-c3ccc(C)c(Cl)c3)o2)n[nH]1	.	101	.	3	.	-1.0	1.5	.	.	0.9	-11
40	O=S(=O)(c1ccc(NC(=S)NCCc2ccccc2)cc1)N1CCOCC1	-13	99	3	1	-0.5	-1.0	3.4	2	-3	4.2	-7
41	COc1ccc(CNC(=O)[C@H](C)NC(=O)C2CCN(C(=O)[C@H](CCSC)NC(=O)OC(C)(C)C)CC2)cc1	6	102	-2	42	0.4	2.7	1.4	1	14	2.5	14
42	CCCNC(=O)c1ccc(S(N)(=O)=O)cc1	-9	94	20	7	-3.8	-0.9	-1.6	-1	15	-1.4	0
43	CCCS(=O)(=O)N1CCC(C(=O)NCCc2ccc(C)cc2)CC1	-3	105	5	7	-0.8	-1.0	1.3	-3	18	-0.3	-6
44	O=C(Cc1ccc2c(c1)OCO2)NN=Cc1ccc([N+](=O)[O-])o1	-3	94	-10	11	1.9	9.9*	13*	-3	.	27*	11
45	Cc1nnc(SCC(=O)NNC(=O)c2ccc(F)cc2)n1Cc1ccccc1	-3	96	19	1	-4.4	0.8	1.6	2	8	-1.9	4
46	CC(C)(C)Nc1nc(-c2ccc3c(c2)CCN3C(=O)C2CC2)cs1	-1	112	12	15	-2.2	2.3	0.4	-8	-46	1.7	-4
47	CCN(CC)C(=O)C1CCCN(c2ccccc2[N+](=O)[O-])C1 (centres undefined)	-3	97	10	11	-1.9	-0.5	3.6	-2	21	1.7	9
48	O=C(CN(CC1CCCO1)C(=O)Cn1nnc(-c2ccc(F)cc2)n1)NC1CCCCC1 (centres undefined)	-15	107	5	3	-1.0	0.8	3.4	-3	3	0.4	3
49	Cc1ccc(C(=O)N(CC(=O)Nc2ccc(Cl)c(Cl)c2)Cc2ccco2)cc1	2	105	-17	-11	3.2	-0.3	2.2	-1	14	2.6	33
50	CS(=O)(=O)N(CC(=O)N/N=C/c1cccc2c1OCCO2)c1ccccc1Br	-15	115	-7	-6	1.5	-2.4	2.9	5	-11	-0.2	-4

# Next section.
No.	Structure	PKA-R1A act	Pemphigus Ab inh	OPRM1-OPRD1 inv	SUMO Mot1 rescue	MOR-DOR ag	E coli growth	phage Ecoli inh	Tat transport	PfHsp90 yeast 2	AddAB inh	Arr AP2 block
51	CCOc1ccc(N2CC(C(=O)N/N=C/c3sccc3C)CC2=O)cc1 (centres undefined)	-7	.	15	-13	-2.9	-0.2	0.8	-1	4	0.1	7
52	CCN1C(=O)[C@H]2[C@H]3CN=C(SCc4ccc(Cl)cc4)N3[C@@](CC)(C(=O)OC)[C@H]2C1=O	1	105	13	.	-2.6	0.4	3.8	1	9	-1.2	34
53	COc1ccc(Br)cc1S(=O)(=O)N1CCN=C1C	-2	109	7	212	-1.2	1.5	2.9	0	-9	-1.9	19
54	CCCn1nnc(NC(=O)c2ccc(-c3cc(Cl)ccc3Cl)o2)n1	-6	108	3	6	-0.7	2.4	4.2	-3	-32	2.3	.
55	O=C(Cn1cc2c(n1)CCCC2)NC1CCN(Cc2ccccc2)CC1	-5	109	5	15	-0.9	-2.4	3.3	-2	-4	2.9	2
56	O=C1c2cccc3cccc(c23)C(=O)N1CCN1CCN(CC(O)COCc2ccc(Cl)cc2)CC1 (centres undefined)	3	106	-16	-5	2.8	-2.4	-0.2	-4	-6	1.6	-7
57	CCOc1ccccc1NC(=O)c1cnc2n(c1=O)CCS2	5	100	12	-10	-2.1	-1.4	0.2	-1	-11	1.8	-1
58	[N-]=[N+]=CC(=O)c1ccnc(C(=O)C=[N+]=[N-])c1	7	105	19	-15	-4.5	38*	18*	6	-33	31*	6
59	CCOC(=O)c1c(NC(=O)Cn2nnc(-c3ccc(Cl)cc3)n2)sc(CC)c1C	-10	93	15	-20	-2.7	1.3	4.0	1	0	0.5	5
60	CCOC(=O)CSc1nnc2cc(C)c3ccccc3n12	4	107	11	i	-2.8	-0.3	1.8	-2	-12	2.9	-3
61	N/C(=N\OC(=O)COc1ccccc1)c1ccc(Cl)cc1	-1	98	-9	2	1.4	-1.5	3.6	-5	-15	2.6	-7
62	CN(CCCC1CCCC1)C(=O)c1cc(COc2ccc(F)cc2F)on1	7	108	-10	-19	3.2	-3.3	3.1	16	10	3.9	36
